# sdo1 growth = sdo1-depleted yeast growth rescue; z-score at 10 µM; AID 817; 140,000 compounds, 0.21% hits; S. cerevisiae sdo1-depleted JHY4D growth rescue, OD600 30 h; hits give high values; pdr5 snq2 efflux-pump mutant strain;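 active means z-score above 3 at both the 24 hr and the 30 hr optical density reads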;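 further: z-score against mean and SD of all compound wells on the same plate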
# INS promoter inh = TRM-6 insulin promoter activity inhibition; 130,000 compounds, 0.9% hits; TRM-6 cells (human fetal islet line), insulin promoter-eGFP reporter, imaging; reporter expression induced with tamoxifen; AID 1273; inhibition, % at 2 µM;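 active means inhibition above the mean plus 3 SD, with well images judged a real hit on visual review, cut at about 60% in these data, passing the limit was not always enough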
# sdo1 growth Rescue 24 h = second read-out of sdo1 growth, no call of its own (marks repeat the call); z-score; S. cerevisiae sdo1-depleted JHY4D growth rescue, OD600; measured here: growth rescue at 24 h;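 0 is the plate mean of compound wells and units are plate SD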
# Active calls of the source: *; i = inactive; nt = not tested or not shown.
sdo1 growth,sdo1 growth Rescue 24 h,INS promoter inh,mol
-0.6,-0.64,-52,O=S(=O)(Nc1ccccc1N1CCCCC1)c1ccc(Cl)s1
-0.07,-1,10,CCOC(=O)C1=C(C)Nc2nc(C)nn2C1c1ccc(C)cc1 (stereo unspecified)
-1.2,-1.3,31,CCOc1cc(/C=N/NC(=O)c2nn(C)cc2Br)ccc1OCc1ccccc1
0.94,0.18,nt,O=c1c(Cc2ccccc2)c(O)nc2n1CCS2
0.41,0.35,15,COc1ccc(-c2nc(N)n(C(=O)c3ccccc3Cl)n2)cc1
-0.49,-1.4,nt,O=C(Cn1ccccc1=O)c1cccs1
0.9,0.2,40,Cc1ccc(-n2c(C(C)n3nc(C)c([N+](=O)[O-])c3C)n[nH]c2=S)cc1 (stereo unspecified)
-0.42,-0.63,-103,CCOC(=O)CCc1c(C)c2ccc(O)cc2oc1=O
-0.25,-0.72,29,COC(=O)C(NC(C)=O)(Nc1ccccn1)C(F)(F)F (stereo unspecified)
0.31,0.77,-47,CC(/C=C/c1ccc(OCc2ccccc2)cc1)=N\O
-0.95,-0.42,nt,Cc1ccccc1NC1c2ccccc2C(=O)N1Cc1ccco1 (stereo unspecified)
nt,nt,58,Cc1nnc2ccc(-c3cccc(NC(=O)c4ccco4)c3)nn12
0.03,-0.15,-32,COCCNC(=S)N1CCN(C(=O)C(=O)Nc2ccc(C(=O)OC)cc2)CC1
0.57,-0.07,-105,O=C(CCc1nc(-c2ccccc2F)no1)NCCN1CCN(Cc2ccccc2)CC1
-0.84,-0.72,31,CC1CCN(c2ccc(/C=C(\C#N)c3nn(-c4ccccc4)c(N)c3C#N)cc2[N+](=O)[O-])CC1
-0.92,-1.3,40,Cc1ccc(S(=O)(=O)N2CCOCC2)cc1NC(=O)COC(=O)c1ccc(OCc2c(C)noc2C)cc1
-0.38,-0.43,-19,O=C(O)CCSc1nnc(-c2cccnc2)n1-c1ccccc1
-0.08,-0.51,-50,CC1=C(C(=O)OCCOC(C)C)C(c2cccnc2)C2=C(CCCC2=O)N1 (stereo unspecified)
-0.02,0.29,nt,O=C(Nc1ccc(Cl)cc1)Nc1nc(-c2sccc2Br)cs1
0.45,-0.11,-15,Cc1cc([N+](=O)[O-])cnc1Sc1nccn1C
-0.87,-0.39,3,CCc1nc(SCC(=O)N2CCCc3ccccc32)c2oc3ccccc3c2n1
0.02,0.72,26,Cc1sc2nc(C)n(/N=C/c3ccccc3)c(=O)c2c1C
0.21,0.11,48,Cc1ccc(C(=O)n2cnnc2N)cc1C
0.69,1.5,7,CCOC(=O)c1cnc(SCC(=O)Nc2ccc(N3CCOCC3)cc2)nc1N
-0.47,-0.01,nt,COc1cccc(Cn2nnc(C(=O)Nc3cc(Cl)ccc3OC)c2N)c1

# Gathered by group: those above containing an aryl methoxy group
sdo1 growth,sdo1 growth Rescue 24 h,INS promoter inh,mol
0.41,0.35,15,COc1ccc(-c2nc(N)n(C(=O)c3ccccc3Cl)n2)cc1
-0.47,-0.01,nt,COc1cccc(Cn2nnc(C(=O)Nc3cc(Cl)ccc3OC)c2N)c1

# The list goes on:
sdo1 growth,sdo1 growth Rescue 24 h,INS promoter inh,mol
nt,nt,33,O=C1NC(=Nc2ccc(O)cc2)S/C1=C/c1ccco1
nt,nt,58,C[C@H](NC(=O)c1ccco1)C(=O)Nc1cccc([N+](=O)[O-])c1
0.89,0.66,0,Cc1cccc(N2CCN(Cc3ccoc3)CC2)c1C
nt,nt,14,Cc1cc(C)nc(NNC2=CC(=[N+]3CCCC3)CCC2)n1
nt,nt,0,OCCC1CN(CC(c2ccccc2)c2ccccc2)CCN1C1CCCC1 (stereo unspecified)
0.4,0.67,-26,CCOc1ccc(N(CC(=O)OC)S(=O)(=O)c2ccc(OC)c(OC)c2)cc1
nt,nt,-31,COc1cc(OC)cc(C(=O)Nc2nnc(Cc3ccc(OC)c(OC)c3)s2)c1
0.1,0.4,5,COC(=O)[C@@]1(Cc2ccc(F)cc2)[C@H]2c3cc(C(=O)N4CCCC4)n(Cc4ccc(C(F)(F)F)nc4)c3C[C@H]2CN1C(=O)c1ccccc1
-1.4,-0.11,19,COc1cc2c(C)nc3onc(-c4ccccc4)c3c2cc1OC
-1.3,0.2,nt,CC1CCc2cc(F)ccc2N1C(=O)CSc1nnc2c3ccccc3n(C)c2n1 (stereo unspecified)
-0.48,-1.5,nt,COc1cc(Br)cc2cc(C(=O)N3CCN(C(=O)c4ccco4)CC3)c(=O)oc12
0.55,0.83,nt,Cc1cc(C)c(C#N)c(Nc2ccc3c(c2)OCCO3)n1
0.5,0.24,nt,COc1ccc(-n2c(Cn3c(=O)sc4ccccc43)nnc2SCC(=O)N2CCCC2)cc1
-1.4,-1.4,-52,O=C(C1CC1)N1CCc2cc(Br)cc(S(=O)(=O)N3CCCCCC3)c21
-1.3,-1.3,12,Oc1ccc(NCc2ccccc2OCc2ccccc2)cc1
nt,nt,39,CCN(c1ccccc1)S(=O)(=O)c1ccc(OC)c(NC(=O)CNCCc2ccccc2)c1
nt,nt,53,CCOC(=O)COc1cc(N)c(Cl)cc1Cl
0.29,0.63,nt,Cc1ccc(N2C(=O)CSCC2=O)cc1
-0.66,0.07,36,CCOC(=O)c1ccccc1NC(=O)CSc1nnnn1C1CCCCC1
nt,nt,5,O=[N+]([O-])c1ccc(/C=N/NC2=NS(=O)(=O)c3ccccc32)cc1
-0.31,-0.27,-50,COc1ccc(C2SCCN2S(=O)(=O)c2ccccc2)cc1OC (stereo unspecified)
-0.47,-0.23,nt,CCN1CCN(CCNC(=O)C2CCCN(Cc3nc(-c4cccc(Cl)c4)oc3C)C2)CC1 (stereo unspecified)
0.81,0.92,-131,COc1ccc(S(=O)(=O)Nc2ccc(C(F)(F)F)cc2)cc1OC
-0.17,-0.78,27,Cc1ccnc2nc(C(=O)Nc3nccs3)nn12
nt,nt,-12,CC1CCCCC12NC(=O)N(CC(=O)Nc1ccccc1-c1ccccc1)C2=O (stereo unspecified)

# Molecules listed so far containing a cyano group:
sdo1 growth,sdo1 growth Rescue 24 h,INS promoter inh,mol
-0.84,-0.72,31,CC1CCN(c2ccc(/C=C(\C#N)c3nn(-c4ccccc4)c(N)c3C#N)cc2[N+](=O)[O-])CC1
0.55,0.83,nt,Cc1cc(C)c(C#N)c(Nc2ccc3c(c2)OCCO3)n1

# Ordered by the number under sdo1 growth (lowest first): five of the compounds above.
sdo1 growth,sdo1 growth Rescue 24 h,INS promoter inh,mol
-0.66,0.07,36,CCOC(=O)c1ccccc1NC(=O)CSc1nnnn1C1CCCCC1
-0.47,-0.23,nt,CCN1CCN(CCNC(=O)C2CCCN(Cc3nc(-c4cccc(Cl)c4)oc3C)C2)CC1 (stereo unspecified)
0.1,0.4,5,COC(=O)[C@@]1(Cc2ccc(F)cc2)[C@H]2c3cc(C(=O)N4CCCC4)n(Cc4ccc(C(F)(F)F)nc4)c3C[C@H]2CN1C(=O)c1ccccc1
0.5,0.24,nt,COc1ccc(-n2c(Cn3c(=O)sc4ccccc43)nnc2SCC(=O)N2CCCC2)cc1
0.89,0.66,0,Cc1cccc(N2CCN(Cc3ccoc3)CC2)c1C

# The listing continues.
sdo1 growth,sdo1 growth Rescue 24 h,INS promoter inh,mol
1.8,1.9,3,CCOC(=O)C(NC(C)=O)(N1CCc2ccccc2C1)C(F)(F)F (stereo unspecified)
0.49,0.82,nt,COC(=O)C1=C(C)NC(C)=C(C(=O)OC)C1c1ccccc1OCc1c(C)no[n+]1[O-]
-0.06,-0.03,-7,Cc1ccc(Oc2ccccc2/C=N/O)cc1
1,1,9,CC(C)(C)C(=O)N1CCC[C@@]1(CO)C(=O)O
-0.87,1.1,-23,O=C(Cc1cccc2ccccc12)N/N=C/c1ccc(OC(=O)/C=C/c2ccco2)cc1
nt,nt,11,CCOC(=O)C(=O)c1c(-c2ccc(C)cc2)nc2ccccn12
nt,nt,43,O=C(c1ccc([N+](=O)[O-])cc1)N1CCC(Cc2ccccc2)CC1
nt,nt,12,COCc1cc(C)nc(SCC[N+](C)(C)CC(=O)c2ccc(Br)cc2)c1C#N
-0.52,1.1,29,O=c1oc2cc(OCc3ccc(F)cc3F)ccc2cc1-c1ccccn1
-2.1,-1.6,40,O=C(c1cnn2c(C(F)(F)F)cc(-c3cccs3)nc12)N1CCN(Cc2ccccc2)CC1
nt,nt,-38,CCCCCc1ccc(OCCCC[n+]2ccccc2)c(CCCCC)c1
nt,nt,-6,C=CCOc1c(Cl)cc(CNc2nccs2)cc1OC
nt,nt,-39,Cc1cc(=O)[nH]c(SCC(=O)NC(C)C2CC3CCC2C3)c1C#N (stereo unspecified)
-0.52,-1.3,nt,Nc1nc2n(n1)C1(CCCCC1)C1=C(CCCC1)N2
-0.19,-0.56,6,CC(C)(C)Cc1nnc(NS(=O)(=O)Cc2ccccc2)s1
0.53,0.35,-6,Cc1ccnc(NC(=O)c2cc(S(=O)(=O)N3CCCCC3)ccc2Cl)c1
-0.58,-0.97,nt,CC(=O)c1ccc(-n2nncc2C(C)(C)C)cc1
-1.5,-0.01,-4,CCCCN1CC(O)=C(c2nc(-c3ccc(Cl)cc3)cs2)C1=N
0.35,0.5,-23,O=C1CNC(=S)N1c1nc(-c2ccccc2)cs1
0.53,0.18,10,CS(=O)(=O)N(CC(=O)Nc1ccc(C(N)=O)cc1)C1CCCCC1
nt,nt,-10,Cc1ccc(N2C(=O)CS(=O)C(c3ccccc3)C2=O)cc1C (stereo unspecified)
1.7,-0.04,-77,CCOC(=O)N1CCC(NC(=O)C2CCCN(c3nc4ccccc4o3)C2)CC1 (stereo unspecified)
0.65,-0.63,nt,OCC(Cc1ccccc1)Nc1c2ccccc2nc2ccccc12 (stereo unspecified)
-0.49,0.15,nt,O=C(CSc1nnc(SCc2cccc3ccccc23)s1)N=Nc1c(O)[nH]c2ccccc12
-0.08,-0.02,25,CC(C)(C)c1ccc(C(=O)Nc2cnccn2)cc1
0.6,-0.17,7,O=C(O)C1Nc2c(C(=O)N3CCOCC3)cccc2C2C=CCC12 (stereo unspecified)
2.2,1.2,32,COc1ccc(CC(=O)c2cc(OC)c(OC)cc2CC(=O)O)cc1OC
1.6,0.51,i,Nc1[nH]c(N=NC(=O)c2ccccc2O)c2ccccc12
0.29,0.03,4,Cc1cc(C)n(-c2cc(-n3nc(C)cc3C)ncn2)n1
0.21,-0.12,nt,CC(=O)NC(Cc1ccccc1C)C(=O)NC1CCN(c2ncccc2[N+](=O)[O-])CC1 (stereo unspecified)
-0.16,0.32,nt,O=C(OCC(=O)c1cccs1)c1ccc(NC(=O)c2ccco2)cc1
1.8,0.25,20,O=C1c2cccnc2Nc2ccccc2N1CCCF
0.31,0.48,37,Cc1cccc(Cc2c(C)nc3nc(SCC(=O)NCc4ccco4)nn3c2C)c1
0.23,-0.01,-90,COc1ccc(/C=N/NC(=O)CSCc2ccc([N+](=O)[O-])cc2)cc1OC
0.5,0.38,-48,Cc1nnc(SCC(=O)Nc2ncc(Cc3ccc(F)cc3)s2)n1N
-1.8,-0.79,nt,CCOC(=O)c1c(C)oc2cc(Br)c(OC)cc12
nt,nt,-35,Cc1ccc(/C=C2/SC(=O)NC2=S)o1
0.52,0.34,nt,CN(C)S(=O)(=O)c1ccc2nnn(OCC(=O)NC34CC5CC(CC(C5)C3)C4)c2c1
0.38,0.86,nt,C=CCN(CC=C)S(=O)(=O)c1ccc(NC(=S)NC(=O)Cc2ccc(OC)cc2)cc1
0.1,1.4,7,CS(=O)(=O)n1nc(-c2ccc(Cl)cc2)nc1SCc1ccccc1
nt,nt,-47,O=C(NCC1CCCO1)C1CCN(C2CCN(C3CCCCCC3)CC2)CC1 (stereo unspecified)
0.7,0.77,-19,CC(=O)c1c(N2CCOCC2)nc(=O)n(-c2ccccc2)c1C
0.42,1,-23,C/C(CCN1CCc2nc(-c3ccccc3)c(-c3ccccc3)cc2C1)=N\O[C@@H](C)c1cc(-c2c(C)cc(C)cc2C)no1
nt,nt,-14,Cc1cc(C)c2ccc(=S)[nH]c2n1
0.75,0.11,nt,COc1cc(/C=C(/NC(=O)c2ccccc2)C(=O)Nc2cccc(O)c2)c([N+](=O)[O-])cc1OC
nt,nt,24,COc1ccc(N(CC(=O)NCc2ccncc2)S(=O)(=O)c2ccccc2[N+](=O)[O-])c(OC)c1
1.7,3.3,nt,COc1ccc(N2C(=O)c3ccc(NC(C)=O)cc3C2=O)cc1
0.56,0.62,36,COc1ccc(-n2nc3cc(C)c(NC(=O)c4cccnc4)cc3n2)cc1
0.54,0.64,-188,CC(=O)c1cc2c(O)c(O)ccc2o1
0.88,4.3,-5,C=CCn1c(SCc2nc3sc4c(c3c(=O)[nH]2)CCCC4)nc2ccccc2c1=O

# Next results:
sdo1 growth,sdo1 growth Rescue 24 h,INS promoter inh,mol
0.41,0.19,0,Cc1cc(C)c(S(=O)(=O)Nc2ccc[nH]c2=O)c(C)c1
-0.66,0.75,7,Cc1cc(C)n(CCc2nc(-c3ccc(F)cc3)cs2)n1
-0.52,-1.2,13,CC(C)c1ccc2[nH]c(O)c(N=NC(=O)c3cccc(S(=O)(=O)N4CCCCC4)c3)c2c1
0.75,0.09,-29,O=C(Nc1ccccc1Cl)O/N=C(/c1ccccc1)c1ccccn1
1.2,1.4,14,O=C(CC1(O)C(=O)Nc2ccccc21)c1cccnc1 (stereo unspecified)
nt,nt,20,NC(=O)c1ccc(NC(=O)COC(=O)C(Cc2ccccc2)NC(=O)c2ccccc2)cc1 (stereo unspecified)
nt,nt,-41,COc1ccc(/C=N/NC(=O)c2ccncc2)cc1CN1CCN(c2ccc(F)cc2)CC1
0.85,0.59,4,O=C(CSc1nnc(-c2ccco2)o1)NC(=O)C1COc2ccccc2O1 (stereo unspecified)
nt,nt,29,O=S(=O)(c1ccccc1)c1ccc(C(F)(F)F)cn1
1.8,2.5,43,CCC(Sc1nc2ccccc2c(=O)n1CCN1CCOCC1)C(=O)NCc1cccnc1 (stereo unspecified)

# Bioassay records from PubChem BioAssay.
